# High-throughput results as filed in PubChem.
# Rat MKP-3 inhibitors: MKP-3 phosphatase inhibitors, primary screen, biochemical, rat enzyme, in vitro (AID 425). recombinant MKP-3 phosphatase activity, fluorescence; higher % means a stronger effect. one-dose inhibition, % at 20 µM; IC50 in µM for titrated hits. 110,000 tested, 0.17% active; in the data active means inhibition above about 50%;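 further: plate controls were vehicle for no effect and reference inhibitor for full effect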
# Hsp70 displacement: small molecules displacing fluorescent ligand from Hsp70 – biochemical, fluorescence polarization, primary screen (AID 583); Hsp70 fluorescence polarization probe displacement, mP; higher % means a stronger effect; displacement, % at 20 µM, or IC50 in µM where a hit was titrated; 140,000 tested, 0.06% active; in the data active means displacement above about 50%;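 further: plate controls were vehicle for no effect and reference ligand for full effect; a part of the inactive calls stands beside numbers as strong as those of hits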
# * marks the source's active call; other numbers are inactive results; . = no result given; & = joins results of further samples. Only part of the results is shown. The share of hits here may be higher or lower than overall.
smiles,Rat MKP-3 inhibitors,Hsp70 displacement
Cc1cccc(Nc2nc(-c3c(C)nc4ccccn34)cs2)c1,0%,-0.3%
Cc1cccc(NC(=O)C(=O)NCc2ccc3c(c2)OCO3)c1,-3%,0.7%
O=C(CSc1nnc(-c2ccco2)n1-c1ccccc1)N1CCc2ccccc21,-8%,-3.6%
C(=N\Nc1nn[nH]n1)/c1ccc(N2CCOCC2)cc1,0%,-3.5%
CCOc1ccc(NC(=O)NCCCN2CCCC2)cc1,.,5.6%
COc1ccccc1N1CCN(C(=O)c2cc3sccc3n2C)CC1,.,-0.5%
Clc1cc(Br)ccc1OCCOCCN1CCOCC1,-6%,-2.0%
O=C(NCc1ccccc1Cl)C1CCN(S(=O)(=O)N2CCCCCC2)CC1,2%,-6.2%
COc1cc(C#N)ccc1OCC(=O)c1ccc2c(c1)OCCO2,-6%,-1.6%
CCOC(=O)c1ccc(NC(=O)CN(c2ccccc2OCC)S(=O)(=O)c2ccccc2)cc1,3%,-3.2%
COC(=O)C(C#N)c1nc2ccccc2nc1N1CCCC1 (stereo not drawn),-7%,-1.1%
CN1CCN(Cc2nc3c([nH]2)c(=O)[nH]c(=O)n3C)CC1,-3%,-1.3%
CCCN1CCN(CCCNC(=O)Cn2nc(-c3ccccc3)ccc2=O)CC1,-2%,1.9%
CCOC(=O)c1ccc2ncc(C(=O)OCC)c(NCCCN3CCOCC3)c2c1,13%,4.1%
CCN(CC)CCNC(=O)c1cn(-c2ccccc2)nc1-c1cccs1,.,0.8%
O=C1CCCC2=C1C(c1ccccc1)Nc1ccccc1N2 (stereo not drawn),4%,3.6%
COc1ccc(Cl)cc1S(=O)(=O)N1CCN(CC(=O)C(C)(C)C)CC1,-2%,-0.3%
COc1ccc(C(=O)NCC(=O)NC2=NCCS2)cc1,-2%,4.8%
N=c1c(S(=O)(=O)c2ccc(Cl)cc2)cc2c(=O)n3ccccc3nc2n1CCN1CCOCC1,-1%,2.2%
CCC(C)NC(=O)Nc1ccccc1C (stereo not drawn),.,-3.4%
O=C(O)CCN=C1CCc2ccccc2N1,1%,0.4%&-1.1%
CCCOc1ccc(-c2ccc(-c3nc(-c4cccnc4)no3)cc2)cc1,4%,-0.1%
CC(c1ccccc1)N1C(=O)c2ccc(C(=O)c3ccc(C(=O)O)cc3)cc2C1=O (stereo not drawn),4%,-4.0%
CCOC(=O)c1ccccc1NC(=O)C(C)Oc1ccccc1 (stereo not drawn),-5%&0%,3.7%&0.1%
Cc1ccc(S(=O)(=O)NN2C(=O)/C(=C/c3ccc(F)cc3)SC2=S)cc1,1%,-0.2%
CC(C)OCCCNC(=O)c1c(N)n(/N=C/c2ccccn2)c2nc3ccccc3nc12,-5%,1.4%
CCCCCn1c(CNC(=O)c2cccs2)nc2ccccc21,.,0.6%
CCC(C)(NC(=O)CNC(C)=O)C(=O)NC1CCCCC1 (stereo not drawn),-9%,.
Cc1cccc(C2(c3cccc(C)c3)CC2C(=O)N2CCCCC2)c1 (stereo not drawn),0%,6.0%
Cc1cccc(OCC(=O)O/N=C(\N)Cc2ccc([N+](=O)[O-])cc2)c1,3%,2.2%
Cc1ccc(C(C)NC(=O)C2CCCO2)cc1C (stereo not drawn),2%,7.0%
CC(=C1C(=O)c2ccccc2C1=O)N1CCN(Cc2ccccc2)CC1,-8%,0.1%
Cc1nc(NNC(=O)c2ccc(Cl)cc2Cl)cc(-c2ccccc2)n1,.,0.8%
CCN(CC)c1cc2nonc2c2nonc12,-9%,-7.3%
COc1ccc(C2C3C(=O)N(c4ccccc4Cl)C(=O)C3ON2c2ccccc2)cc1 (stereo not drawn),-1%,3.3%
O=C1c2ccccc2C(=O)N1CCCc1nc(-c2ccc(Cl)cc2)no1,6%,-1.5%
O=C1/C(=C/c2cccs2)SC(=S)N1CCC(=O)N1c2ccccc2Sc2ccccc21,3%,-4.1%
Cc1ccc(-n2nc3cc(C)c(NC(=O)COc4ccc(Cl)cc4)cc3n2)cc1,2%,-2.8%
O=C(CSC1=NCCS1)N1CCN(c2ccccc2)CC1,.,-1.9%
CCOC(=O)c1[nH]c2ccccc2c1NC(C)=O,-14%,-5.1%
CCOC(=O)Cn1c(=O)cnc2ccccc21,.,8.8%
CCC(C(=O)Nc1nc2ccc(C)cc2s1)c1ccccc1 (stereo not drawn),0%,0.8%
Cn1c(SCC(=O)CC(=O)Nc2ccccc2)nnc1-c1ccc(O)cc1,.,0.5%
C=CCN=C(NC#N)SCC(=O)NC(C)(C)C,-12%,-1.5%
CCOC(=O)c1ccc(-n2c(C)cc(/C=C3\SC(=S)NC3=O)c2C)cc1,2%,.
Cc1cc(C)cc(N(CC(=O)NC2CCC(C)CC2)S(=O)(=O)c2c(C)noc2C)c1 (stereo not drawn),-6%,-1.9%
COc1ccccc1OCC(=O)Nc1ccc(C(C)=O)cc1,3%,-0.2%
COc1ccc(NC(=O)N2CCC(O)(c3cccnc3)CC2)c(OC)c1,0%,5.2%
OC(CCN1CCCCC1)(c1ccccc1)C1CCCCC1 (stereo not drawn),6%,2.2%
Cc1cc(Br)ccc1OCC(=O)O/N=C(\N)c1ccccn1,-2%,-2.1%

# Some of the entries above, reformatted:
# Every second line gives: Rat MKP-3 inhibitors | Hsp70 displacement
- Cc1ccc(C(C)NC(=O)C2CCCO2)cc1C (stereo not drawn)
→ 2% | 7.0%
- CC(=C1C(=O)c2ccccc2C1=O)N1CCN(Cc2ccccc2)CC1
→ -8% | 0.1%

# (cont.)
smiles,Rat MKP-3 inhibitors,Hsp70 displacement
CCOC(=O)C1=C(CSc2nc(-c3ccccc3)ccc2C#N)OC(N)=C(C#N)C1c1ccc(OC)cc1 (stereo not drawn),.,-21%
Cc1ccc2nc(-c3ccccc3Cl)cc(C(=O)Nc3cc(C)on3)c2c1,-11%,1.3%
Cn1c(=O)c2c(ncn2CC(=O)NC(c2ccccc2)c2ccccc2)n(C)c1=O,-2%,-0.3%
CCOC(=O)c1cccc(C(=O)Oc2ccccc2)n1,.,2.3%
O=C(Nc1cccc(F)c1)c1ccc(S(=O)(=O)N2CCOCC2)cc1,6%,-0.8%
Cc1cccc(OCC(=O)NCC(=O)n2nc(C)cc2C)c1,14%&1%,3.0%&0.8%
COc1ccc(S(=O)(=O)N2CCN(Cc3cc(OC)c(OC)cc3OC)CC2)cc1,-4%,4.2%
O=C(CSc1ccc2nnc(-c3ccc(Cl)cc3)n2n1)N1CCN(c2ccccc2)CC1,-3%,-0.8%
Cc1ccc(Cn2ccc(-c3cnc(-c4ccccc4)s3)n2)cc1,.,3.0%
CCN1CCN(C(=O)CN(C)S(=O)(=O)c2ccc(Cl)cc2)CC1,.,7.3%
Cc1ccc(CNc2ccc3c(c2)OCO3)cc1,0%,9.9%
CCCN(CCC)CC(O)COC1CCC(C(C)(C)C)CC1 (stereo not drawn),2%,-3.3%
CC(=O)Nc1cc(NC(C)=O)cc(C(=O)NC(C)(C)C)c1,-9%,-3.0%
N#CC1=C(N)N2C(=C(C#N)C1c1ccccc1)Sc1ccccc12 (stereo not drawn),-71%,25%
COCCNC(=O)COc1ccc(Cl)cc1,0%,1.7%
Clc1cccc(CN2CCN(Cc3ccncc3)CC2)c1,2%,4.1%
COC(=O)c1cc(=O)[nH]c(SCc2cccc(C)c2)n1,-9%,1.0%
O=C1C(Cl)=C/C(=N\S(=O)(=O)c2ccc(Cl)cc2)C(Cl)=C1Cl,-1%,2.3%
CCOC(=O)c1c(NC(=O)C2C3CCC(C3)C2C(=O)O)sc2c1CCC(CC)C2 (stereo not drawn),-3%,-1.2%
O=C(CCc1ccccc1)Nc1ccc(Br)c(Cl)c1,7%,-4.4%
COC(=O)C1=C(C(=O)c2ccccc2)C(c2cccs2)n2nnnc2N1 (stereo not drawn),-9%,.
Cc1ccc2[nH]c(C)c(CN(C)C3CCN(C)CC3)c(=O)c2c1,-2%,-0.7%
CC(O)(C#CCN1CCCC1)c1ccccc1 (stereo not drawn),-12%,3.0%
CC(=O)c1c(C)[nH]c(C(=O)Nc2c(C)n(C)n(-c3ccccc3)c2=O)c1C,4%,6.1%
CCOC(=O)C1C2C=CC3(CN(Cc4ccco4)C(=O)C13)O2 (stereo not drawn),-8%,-2.3%

# Some of these compounds in order of number of heavy atoms, lowest first.
smiles,Rat MKP-3 inhibitors,Hsp70 displacement
Cc1ccc(CNc2ccc3c(c2)OCO3)cc1,0%,9.9%
Clc1cccc(CN2CCN(Cc3ccncc3)CC2)c1,2%,4.1%
Cc1cccc(OCC(=O)NCC(=O)n2nc(C)cc2C)c1,14%&1%,3.0%&0.8%
CCN1CCN(C(=O)CN(C)S(=O)(=O)c2ccc(Cl)cc2)CC1,.,7.3%
COc1ccc(S(=O)(=O)N2CCN(Cc3cc(OC)c(OC)cc3OC)CC2)cc1,-4%,4.2%
CCOC(=O)C1=C(CSc2nc(-c3ccccc3)ccc2C#N)OC(N)=C(C#N)C1c1ccc(OC)cc1 (stereo not drawn),.,-21%

# (continued)
smiles,Rat MKP-3 inhibitors,Hsp70 displacement
CCn1nnc(-c2ccccc2NC(=O)c2cc(OC)c(OC)c(OC)c2)n1,-10%,15%
Cc1c(N(C)C(=O)c2ccco2)c(=O)n(-c2ccccc2)n1C,-4%,1.9%
Cc1cc(=O)oc2cc3cc(C)n(C)c3cc12,2%,-2.2%
CCOC(=O)c1sc(/N=C/Nc2nc(C)c(C(=O)OCC)s2)nc1C,-10%,0.6%
COc1ccc(N2C(=O)NC(=O)/C(=C\c3cc(C)n(-c4ccc(N5CCOCC5)cc4)c3C)C2=O)cc1,0%,2.5%
CCN(CC)C(=O)CCc1nc2sc3c(c2c(=O)[nH]1)CCCC3,.,-14%
O=C(Nc1cccc(Cl)c1)N1CCN(C/C=C/c2ccccc2)CC1,3%&2%,4.3%&3.2%
O=C(Nc1ccc(Cl)cc1)Nc1ccc2c(c1)OCCO2,1%,3.9%
COc1ccc(C2=Nn3c(nnc3-c3ccc(OC)cc3)SC2)cc1,-16%,4.6%
CCOC(=O)c1c(NC(=O)C2CC2c2ccccc2)sc2c1CCC(C)C2 (stereo not drawn),3%,0.1%
COc1cc(Cl)c(S(=O)(=O)N2CCOCC2)cc1Cl,-6%,2.5%
O=C(CSc1ncc(-c2ccccc2)n1CC1CCCO1)N1CCCCC1 (stereo not drawn),-9%,1.2%
C=CCOc1ccc(/C=N/NC(=O)CSc2ncccn2)c(O)c1,0%,0.4%
CC(=O)N1c2ccccc2NC2=C(C(=O)CCC2)C1c1ccc(F)cc1 (stereo not drawn),-7%,2.3%
O=C1/C(=C\c2ccccc2)SC(=S)N1CN1CCCCC1,3%,-1.2%
COc1ccc(N(CC(=O)Nc2cc(C)ccc2C)S(=O)(=O)c2c(C)nn(C)c2C)cc1,-12%,9.4%
COC(=O)c1ccc(CSc2ccccc2C)o1,9%,-1.1%
O=C(CCCOc1ccccc1)Nc1ccc([N+](=O)[O-])cc1,3%,2.3%
CCc1cc(=O)oc2cc(OCc3ccc(Br)cc3)ccc12,-2%,1.4%
CCOC(=O)c1[nH]c2ccc(F)cc2c1NC(=O)CN1CCc2cc(OC)c(OC)cc2C1,-6%,5.8%
O=C(CN1CCN(c2ccccc2)CC1)Nc1ccccc1C(F)(F)F,7%,5.1%
Cc1cc(C)nc(N(C#N)CN2C(=O)c3ccccc3S2(=O)=O)n1,0%,8.3%
N/C(=N\OC(=O)c1ccccc1Br)c1ccccn1,1%,-3.3%
CCN1C(=O)c2cccc3c(S(=O)(=O)Nc4ccccc4)ccc1c23,.,3.2%
COc1ccc(/C=C/c2nc3sc4c(c3c(=O)o2)CCCC4)cc1,2%,-6.0%
Cc1ccc(NC(=O)CSc2nc(O)cc(=O)n2C)cc1,.,-3.7%
O=C(CSC1=NC(=O)C(Cc2ccccc2)C(=O)N1)Nc1ncccn1 (stereo not drawn),0%,4.1%
O=C(c1cccc(F)c1)N1CCN(c2cc(N3CCOCC3)c(F)cc2[N+](=O)[O-])CC1,2%,-4.0%
Cc1n[nH]c(C)c1Cc1ccc(C(=O)O)cc1,-9%,-2.1%
COc1ccc2cc(C(c3nnnn3C3CCCC3)N3CCCCCC3)c3nnnn3c2c1 (stereo not drawn),.,-3.2%
CCCN1CCN(C(=O)C2COc3ccccc3O2)CC1 (stereo not drawn),1%,-2.2%
Cc1nnc(SCC(=O)N2CCc3ccccc32)s1,-9%,-6.4%
CC(C)(C)C(=O)CSc1nc2ncc(Br)cc2[nH]1,-12%,-1.8%
CCc1ccccc1NC(=O)COC(=O)C1CC(=O)N(c2ccc(F)cc2)C1 (stereo not drawn),-9%,-1.1%
COc1ccc(C)cc1-n1nnnc1SCc1cn2ccsc2n1,-6%,-2.8%
O=C(Nc1cccc(Cl)c1)Nc1nnc(-c2ccccc2F)s1,-1%,-1.3%
Cc1nc2ccccn2c1C(=O)NC1CCCC1,0%,-0.1%
CCOc1ccccc1NC(=O)c1c(NC(=O)c2ccccc2)sc2c1CCC2,0%,3.9%
Fc1ccc(-c2noc(/C=C/c3ccccc3)n2)cc1,-1%,8.9%
O=C1c2ccccc2C(=O)N1Cc1nc2ccccc2c(=O)o1,-5%,1.9%
CCN(CC)C(=O)Cc1cc(C(=O)O)c2ccccc2n1,-6%,6.3%
CN(C)C(=O)N1CCC(C(=O)NCC2CCCO2)CC1 (stereo not drawn),1%,0.6%
CCN1C(=O)c2cccc3c(N)ccc1c23,2%,-1.5%
